High-throughput results as filed in PubChem.
SSB-PriA inh: inhibitors of Klebsiella pneumoniae PriA binding to SSB C-terminal tail; AlphaScreen SSBct-PriA binding, biotinylated peptide; inhibition, % at 33 µM; actives 0.6% (n = 430,000); in the data active means inhibition mostly above about 37%, no sharp cut-off; inactive means mostly below about 20%;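 further: plate controls were negative control peptide for no effect and reference peptide for full effect; strong numbers were not always called active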
* marks the source's active call; other numbers are inactive results; & = joins results of further samples.

SMILES | SSB-PriA inh
CC(=O)Oc1ccccc1C(=O)Oc1ccc(C=NC23CC4CC(CC(C4)C2)C3)cc1 | -6
Cc1cccc2sc(NCCCN3CCOCC3)nc12 | 23
Cc1cc(NN=Cc2ccccc2)nc(NCc2ccccc2)n1 | 20
Cc1cccc(-n2ncc3c(=O)[nH]c(SC/C=C/c4ccccc4)nc32)c1 | -4
O=C(Nc1ccccc1-c1nc2ccccc2s1)C(c1ccccc1)c1ccccc1 | 7
O=C(Nc1cccc(C(F)(F)F)c1)c1cc(-c2ccccc2)nc2ccccc12 | -18&-12
COc1ccc2cc(C(=O)NCC3(Sc4ccccc4)CCOCC3)[nH]c2c1 | 4
CC(C)C(=O)N1CCN(c2ccc(Nc3ccncc3)nn2)CC1 | -6
CCOc1ccccc1NC(=O)C(=O)NCC(c1cccn1C)N1CCc2ccccc2C1 (configuration not stated) | -9
Cc1cc(C(=O)Nc2nc3c(Cl)c(Cl)ccc3s2)on1 | -6&5
O=C1NCCN1c1ccc(F)cc1 | 0
CN1CCOc2ccc(NC(=O)c3cccs3)cc2C1=O | -9
Cc1ccc2c(c1)C(=NOC(=O)c1ccc(F)cc1)CCS2 | -26
C=CCNC(=S)NNC(=O)Nc1ccccc1 | -4
CCOC(=O)c1c(NC(=O)CN2CCN(CC)C(=O)C2=O)sc2c1CCCCC2 | 1
Cc1cc(SCC(=O)N2CCOCC2)nc2ccccc12 | 4&14
NC(=O)c1ccccc1NC(=O)Cc1cn(Cc2ccccc2)c2ccccc12 | -1
Cc1nc(SCC(=O)O)[nH]c(=O)c1C | 1
N#Cc1ccc(C(=O)NC2CCN(C(=O)c3cn[nH]c3-c3ccc(F)cc3)CC2)cc1 | -9
Cc1ccc2c(c1)N(C(=O)Cn1cc(-c3nc(-c4cccs4)no3)ccc1=O)CCO2 | -4
O=C(Nc1cc(C(F)(F)F)ccc1Cl)c1ccc(=O)[nH]n1 | -9
Fc1ccc(C=Nc2c(-c3ccc(F)cc3)nc3n2CCS3)cc1 | -2
CSc1ccccc1C(=O)Nc1nc(-c2ccncc2)cs1 | -6
COc1ccc(SCC2CCN(C(=O)c3ccc(Cl)s3)CC2)cc1 | -16
O=C(Nc1ccc(OC(F)(F)F)cc1)c1cc(=O)c(OCc2ccc(F)cc2)c[nH]1 | -14

In the list so far, these contain an NH in an aromatic ring.
SMILES | SSB-PriA inh
Cc1cccc(-n2ncc3c(=O)[nH]c(SC/C=C/c4ccccc4)nc32)c1 | -4
COc1ccc2cc(C(=O)NCC3(Sc4ccccc4)CCOCC3)[nH]c2c1 | 4
Cc1nc(SCC(=O)O)[nH]c(=O)c1C | 1
N#Cc1ccc(C(=O)NC2CCN(C(=O)c3cn[nH]c3-c3ccc(F)cc3)CC2)cc1 | -9
O=C(Nc1cc(C(F)(F)F)ccc1Cl)c1ccc(=O)[nH]n1 | -9
O=C(Nc1ccc(OC(F)(F)F)cc1)c1cc(=O)c(OCc2ccc(F)cc2)c[nH]1 | -14

Looked up by compound from the list above, 3 records:
SMILES | SSB-PriA inh
Cc1cc(C(=O)Nc2nc3c(Cl)c(Cl)ccc3s2)on1 | -6&5
Cc1cccc2sc(NCCCN3CCOCC3)nc12 | 23
COc1ccc2cc(C(=O)NCC3(Sc4ccccc4)CCOCC3)[nH]c2c1 | 4

Further records:
SMILES | SSB-PriA inh
O=C(Nc1nc2c(s1)CN(S(=O)(=O)c1cccc(Cl)c1)CC2)c1cnccn1 | -2
COCCN1CCC(NC(=O)CCc2ccccc2)CC1 | -16
O=c1c2nc(N3CCCC3)sc2c(-c2ccccc2)nn1Cc1cccc(F)c1 | 2
COc1ccc(CCC(=O)Nc2ccc3c(c2)OCC(C)(C)C(=O)N3)cc1 | 18
CCc1nnc(NC(=O)c2nnn(-c3ccc4noc(-c5ccc(Cl)cc5)c4c3)c2C)s1 | -11
CC(=NNC(=O)C1CC1)c1cccs1 | 0
O=C(Cn1c(=O)n(Cc2cccs2)c(=O)c2ncccc21)NCc1ccc(F)cc1 | 4
Cc1ccc(Cn2c(Sc3c([N+](=O)[O-])ncn3C)nc3c2c(=O)n(C)c(=O)n3C)cc1 | -3
COc1nc(NN=Cc2ccc(-c3ccccc3[N+](=O)[O-])o2)nc(N2CCOCC2)n1 | 16
O=C(CCCS(=O)(=O)c1ccc(Cl)cc1)Nc1ccc(-c2nc3ccccc3o2)cc1 | 10
CC(C)Sc1ccc(CC(=O)NCC2CCCN2c2nccs2)cc1 (configuration not stated) | 18
CCOc1ccc(NC(=O)CSc2ccc3ccccc3n2)cc1 | -15
O=S(=O)(Nc1cnn(CC2COc3ccccc3O2)c1)C1CC1 (configuration not stated) | -13
COc1ccc(C=NNC(=O)CSc2nnc(CCCc3ccc(OC)c(C)c3)o2)cc1 | -5
C/C(C=Nn1c(-c2cc(C)[nH]n2)n[nH]c1=S)=C\c1ccco1 | 7
Cc1ccc(S(=O)(=O)NN=Cc2cn(C)nc2C)cc1 | -9
Cc1nc2c(=O)n(CC(=O)Nc3ccccc3C(F)(F)F)nc(-c3ccccc3)c2s1 | -15
Cc1ccc(-c2nnc(CN3CCC(Cc4ccccc4)CC3)o2)cc1 | 0
O=C(NC1CCN(Cc2ccccc2)CC1)c1cc(-n2cccc2)ccn1 | -3
COc1ccccc1CNC(=O)c1cnc2sc(C)cn2c1=O | -5
O=C(Nc1nnc(-c2cccs2)o1)c1cc(Cl)ccc1Cl | 7
CCOC(=O)C1=C(C)Nc2ccccc2NC1=NS(=O)(=O)c1cccc(Cl)c1 | -6
N#Cc1nccnc1N1CCC(CNC(=O)Nc2cccs2)CC1 | -2
Cc1ccc(Cn2c(CO)cnc2SCC(=O)N2CCN(c3ccccc3)CC2)cc1 | 22
O=C(CN1C(=O)c2ccccc2C1=O)N1CCN(CCN2C(=O)c3cccc4cccc(c34)C2=O)CC1 | -16

Brought forward from above: 6 entries, then new ones.
SMILES | SSB-PriA inh
COc1ccccc1CNC(=O)c1cnc2sc(C)cn2c1=O | -5
O=C(Nc1nnc(-c2cccs2)o1)c1cc(Cl)ccc1Cl | 7
CCOC(=O)C1=C(C)Nc2ccccc2NC1=NS(=O)(=O)c1cccc(Cl)c1 | -6
N#Cc1nccnc1N1CCC(CNC(=O)Nc2cccs2)CC1 | -2
Cc1ccc(Cn2c(CO)cnc2SCC(=O)N2CCN(c3ccccc3)CC2)cc1 | 22
O=C(CN1C(=O)c2ccccc2C1=O)N1CCN(CCN2C(=O)c3cccc4cccc(c34)C2=O)CC1 | -16
COc1ccc(NC(=O)c2cc(-c3ccc(F)cc3)c[nH]2)cc1Cl | -3
CC(C)CN1C(=O)CCc2cc(NS(=O)(=O)Cc3ccc(Cl)cc3)ccc21 | -9
Cc1ccc(-n2ncc3c(C)nn(CC(=O)NCc4ccc5c(c4)OCO5)c(=O)c32)c(C)c1 | 2
Cc1ccc(Nc2ccc(NCCN)nn2)nc1 | 89*
O=C(CSc1nnc(-c2ccc3c(c2)OCCO3)o1)Nc1nc(-c2ccccc2)cs1 | -3
NC(Cc1c[nH]c2ccccc12)C(=O)O (configuration not stated) | 1
Cc1ccc(Cl)cc1N1CCN(C(=O)c2cnn3c2OCCC3)CC1 | -4
Oc1c(Br)cc(C=NNC(=S)NCc2ccco2)cc1Br | 6
Cc1cc(C(=O)Nc2cccc(C(F)(F)F)c2)c(C)o1 | -18
CC(C)Oc1ccc(C(=O)Oc2coc(CSc3ncccn3)cc2=O)cc1 | 0
O=C(COc1ccc(Cl)cc1)N1CCN(Cc2nc3ccccc3[nH]2)CC1 | -7&1
COc1ccc2c(c1)CCC[C@@]2(O)CNC(=O)COc1ccc(F)cc1 | 6
O=C(Cn1cc(C(F)(F)F)ccc1=O)NN=Cc1ccc(Cl)c(Cl)c1 | -1
O=C(NN=Cc1cc2c(cc1Cl)OCO2)c1ccccn1 | -6
COc1ccc(C)cc1NC(=O)CSc1nc2c(-c3ccccc3)c[nH]c2c(=O)n1C1CC1 | 2
O=C(Nc1cccc2cccnc12)C1CCN(c2ccc(-n3cncn3)nn2)CC1 | -5
O=C(Cn1cc(S(=O)(=O)Cc2ccccc2)c2ccccc21)Nc1ccc2c(c1)OCCO2 | -9
COc1cc(C=NNc2cccc(C)c2)ccc1OC(=O)c1ccco1 | 7
O=S(=O)(NC[C@@H](c1ccsc1)N1CCCC1)c1ccc2c(c1)OCCO2 | -7
Cc1cc(C)c(NC(=O)CC2CCCCN2S(=O)(=O)c2cccs2)c(C)c1 (configuration not stated) | 18
O=C(CSc1ccc2nnc(-c3cccs3)n2n1)c1ccc(Cl)cc1 | -7
COc1cccc(CNC(=O)CC2CCCCN2S(=O)(=O)c2ccc(F)cc2)c1 (configuration not stated) | 8
O=C(CSC1CCCC1)N1CC(Oc2nc3ccccc3s2)C1 | -4
CN(CC1Cc2ccccc2CO1)C(=O)c1ccc(=O)[nH]c1 (configuration not stated) | 1
O=C(c1ccc2ccccc2n1)N1CCN(CC(O)C2CC2)CC1 (configuration not stated) | -4

More compounds
SMILES | SSB-PriA inh
O=C(Nc1nccs1)c1ccc(-n2nncc2-c2ccccc2)cc1 | -8&13
CS(=O)(=O)N1CCC(C(=O)NCCn2ccc(-c3ccccn3)n2)CC1 | 0
O=C(c1cc(-c2ccco2)on1)N(CC(F)(F)F)C1CCOCC1 | 4
COc1cccc(C(=O)Nc2nc3c(OC)cc([N+](=O)[O-])cc3s2)c1OC | -11
COCCNC(=O)Cc1ccc(NS(=O)(=O)c2ccc(F)cc2C)cc1 | -9
CSc1ncccc1C(=O)Nc1ccc2c(c1)N(S(=O)(=O)c1ccc(F)cc1)CCC2 | 7
CC(=O)ON=Cc1c(N2CCOCC2)n(C)c2ccccc12 | -9
Cn1nc(-c2ccc(F)cc2)cc1C(=O)Nc1ccc2c(c1)N(S(=O)(=O)c1ccccc1)CCC2 | -3
Cn1c(=O)oc2ccc(S(=O)(=O)N(Cc3ccsc3)C3CC3)cc21 | -8
O=C(NCC(O)c1ccc2c(c1)CCO2)c1ccccn1 (configuration not stated) | -16
Cn1cc(CC(=O)N2CCCC(c3nnc(-c4ccsc4)o3)C2)c2ccccc21 (configuration not stated) | 9
O=C(NCCCN1CCOC(c2ccccc2)C1)C(=O)Nc1ccc2c(c1)OCO2 (configuration not stated) | -10
CC(C)N1CCC(CNC(=O)COc2ccccc2)CC1 | -6
COC(=O)c1ccc(C(=O)NCC2CCN(c3nccnc3C#N)CC2)cc1 | -15
Cn1cc(CC(=O)N2CCSC(c3ccccc3)CC2)c2ccccc21 (configuration not stated) | 6
CCOc1ccccc1C1CC(c2cccc(NS(C)(=O)=O)c2)=NN1S(=O)(=O)CC (configuration not stated) | -7
CCCCn1c(O)c(C=CC=CC=Nc2ccccc2)sc1=S | 11
COc1ccc(S(=O)(=O)Nc2ccc3c(c2)CCC(=O)N3Cc2ccccc2)c(C)c1 | 6
Cc1cc(=O)n2[nH]c(Nc3ccccc3)nc2n1 | 0
O=C(NCc1ccc(F)cc1)C1CCCN(c2ccc(-c3ccco3)nn2)C1 (configuration not stated) | 3
Cc1nc2cc(NC(=O)C3CCCCN3S(=O)(=O)c3cccs3)ccc2s1 (configuration not stated) | 10
CC1(C)Cc2cccc(OCC(=O)NCCCS(=O)(=O)N3CCN(c4ccccn4)CC3)c2O1 | -22&-7
COc1ccccc1C(=O)N1CCN(Cc2nc(-c3cccs3)cs2)CC1 | 3
O=C(CNC(=O)c1cccc(F)c1)NN=C/C=C/c1ccccc1 | 0
O=C(NCc1ccc2c(c1)OCO2)N1CCCCC1 | -11&-8

Next part.
SMILES | SSB-PriA inh
COc1ccc(Cc2nnc(C3CCN(C(=O)C4CC4)CC3)s2)cc1 | 10
COc1ccc(OC)c(-c2ccc(=O)n(CCNC(=O)Nc3ccc(Cl)cc3)n2)c1 | 9
COc1ccc(S(=O)(=O)CCC(=O)Nc2nc3c(s2)C(=O)CC(C)(C)C3)cc1 | -1
COC(=O)N1CCc2ccc(NC(=O)Nc3ccccc3F)cc2C1 | -6
CCOC(=O)c1sc(-c2ccccc2)cc1NC(=O)c1cc(-c2ccccc2)nc2ccccc12 | -19
CCCc1[nH]nc2c1[C@@H](c1ccc(OCc3ccc(Cl)cc3)c(OC)c1)C(C#N)C(=N)O2 (some centres not stated) | 7
Cc1cccc(-c2noc(C3CCN(S(=O)(=O)c4cccs4)CC3)n2)c1 | -14
CCOC(=O)c1ccc(NC(=O)Cn2cnc3ccccc32)cc1 | 11
CC(O)(CNC(=O)c1ccccc1S(=O)(=O)C(F)F)C1CC1 (configuration not stated) | 6
Cc1cc(N2C=C(C(=O)N3CCC(C)CC3)S(=O)(=O)c3ccccc32)ccc1Br | -6
COc1ccc(C=NNC(=O)C(C)n2cnc3ccccc3c2=O)cc1OC (configuration not stated) | 7
COC(=O)N1CCC(CNC(=O)C(=O)NC(C)c2ccccc2)CC1 (configuration not stated) | 1
COc1ccccc1OCC(=O)N1CCN(Cc2nc(C3CC3)cs2)CC1 | -25&-10
Cc1cc(OC2CCN(C(=O)c3ccc(Cl)s3)C2)cc(=O)o1 (configuration not stated) | 1
O=C(c1ccc2c(c1)OCO2)N(C[C@H]1CCCO1)c1nc2c(C(F)(F)F)cccc2s1 | -7
O=[N+]([O-])c1ncccc1Br | -6
NS(=O)(=O)c1ccc(CNC(=O)C2CCCN(c3cc(-n4cccn4)ncn3)C2)cc1 (configuration not stated) | 14
COc1cc(COCC2CCN(CC(=O)NCc3ccccc3Cl)CC2)cc(OC)c1 | 2
COc1ccc(Cl)cc1NC(=O)Nc1cn(C)c2ccccc12 | 1
COc1ccccc1NC(=O)CSc1n[nH]c(-c2ccccc2)n1 | 26
Cc1ccc(CNC(=O)CSc2n[nH]c(=O)c3cc(-c4ccco4)nn23)cc1 | -4
O=C(c1cccs1)N(Cc1cccnc1)c1nc2ccc(Br)cc2s1 | -24
O=C(Cc1cccc(C(F)(F)F)c1)Nc1cnc2ccnn2c1 | -1
CCn1ccc(C(=O)Nc2cc(C)nn2-c2nc3c(F)cccc3s2)n1 | -9
O=C(Cc1ccc(Br)cc1)N1CCC(S(=O)(=O)Cc2ccco2)CC1 | -2

These rows are one share of the data; rates above refer to the full screens.
